# Bioassay records from PubChem BioAssay.
# Cneo AK release: causes C. neoformans cell lysis | adenylate kinase release luminescence, 4 h; normalised: neutral wells 0, clomiphene wells 100 | lysis activity, % at 15 µM | hit rate 0.2% among 360,000;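 active = mean lysis activity across replicates of at least 80%, whatever share of replicates individually reach that level; inactive = mean lysis activity below 80%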
#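 Test system: log-phase Cryptococcus neoformans yeast cells; Quantity: yeast cell density of 5 × 10^6 cells/mL; Buffer or medium: YPD; Doses: single compound concentration per well; Timing: 4 h at 37 °C static, read 1 h later; Measured by: AK luminescence; Read-out basis: lysis from increased AK signal; Control set: Clomiphene as positive control.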
# FN deposit inh: fibronectin deposition inhibition; AH1F fibroblasts, Alexa488-fibronectin deposition fluorescence, overnight; inhibition, % at 12.6 µM; hit rate 0.086% among 350,000; AID 743247;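 active = mean inhibition across replicates of 30% or more, regardless of how many single replicates reach that level; inconclusive = mean under 30% yet at least half of replicates reach 30%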;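 also: positive control wells lacked labelled fibronectin entirely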
#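 test system = AH1F fibroblasts assembling fluorescent fibronectin matrix | quantity = 10000 AH1F cells per well | buffer or medium = DMEM plus 2% serum, read in PBS | doses = single dose, pinned | incubation = 1 h cell attachment, overnight exposure to compound and label | detection = fluorescence at 485 nm excitation, 525 nm emission | read-out basis = inhibition from reduced deposited-fibronectin fluorescence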
# miR-122 sensor: inhibitors of miR-122 in Huh7 cells. Huh7 miR-122 Renilla luciferase sensor, 48 h; neutral wells = 0, positive control = 100. activation (reporter increase), % at 12.5 µM. hit rate 0.3% among 340,000;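 active = mean replicate activation score at least 90 and every replicate individually at or above 90; inconclusive = only one of the two criteria met; inactive = neither criterion met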;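 also: higher luciferase means less miR-122 activity so hits act as miR-122 inhibitors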
# PGC1a acetyl inh: lowers PGC1a acetylation signal in U2OS cells | AlphaScreen anti-acetyl-lysine; with virally co-expressed GCN5 acetyltransferase | inhibition, % at 15.6 µM | hit rate 0.17% among 350,000 | AID 651687;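 active = every replicate shows inhibition of at least 40%; inconclusive = mean inhibition at least 40% but some replicate below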;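 also: 0% = neutral control wells and 100% = positive control wells; some results beyond the cut were filed as inactive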
# Statin myotox sup: suppressors of simvastatin-induced myotoxicity in C2C12 myotubes | ATP luminescence, 48 h; scaled: DMSO 0, geranylgeraniol control 100 | AID 602340 | rescue of ATP level, % at 7.49 µM | hit rate 0.78% among 330,000;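 active = mean ATP rescue above about 67%, or every replicate alone reaching that limit, limit read from the data, passing the limit was not always enough; inconclusive = no clear call, values can overlap the other calls; inactive = mean under the limit and some replicate under it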;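 also: myotubes were challenged with 10 µM simvastatin during compound exposure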
# PglD inh: PglD (C. jejuni) enzyme inhibition; AID 602405; purified PglD enzyme, DTNB colorimetric CoA detection; hit rate 0.098% among 360,000; inhibition, % at 12.5 µM; in the data active = inhibition above about 16%, passing the limit was not always enough; inconclusive = no clear call, values can overlap the other calls; also: strong numbers were not always called active
# CFTR F508del cor: CFTR F508del correction in bronchial cells | CFBE cells, YFP halide quenching; stimulated with forskolin plus potentiator P3; % fluorescence drop versus neutral controls | activity (quench increase), % at 7.58 µM | hit rate 0.36% among 350,000;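 active = mean added fluorescence quench of at least 8% versus neutral control, with both replicates also reaching 8%; inconclusive = only one of the mean or replicate conditions met; inactive = mean below 8% and not both replicates reaching 8%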;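 also: cells transiently co-express mutant CFTR-F508del with the halide-sensitive YFP; corrector assay measuring rescue of mutant channel to the surface after 24 h compound exposure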
# INS-1E GSIS act: primary screen for activators of insulin secretion dependent on glucose, INS-1E cells, GLuc reporter luminescence; INS-1E GLuc reporter insulin secretion, 2-3 h; activation, % at 16.6 µM; hit rate 0.61% among 370,000;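 active = lowest replicate activation of at least 40%, so every replicate reaches that level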;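 also: 0% = median of neutral control wells and 100% = median of IBMX positive control wells; some compounds called inactive have numbers as strong as hits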
# Numbers without * were called inactive; ? = inconclusive; nt = not tested or not shown; [ ] = remark or other dose.
SMILES,Cneo AK release,FN deposit inh,miR-122 sensor,PGC1a acetyl inh,Statin myotox sup,PglD inh,CFTR F508del cor,INS-1E GSIS act
Cc1cccc(N2CCN(S(=O)(=O)c3c(C)[nH]c(=O)[nH]c3=O)CC2)c1C,0,3,-1,-13,1,1,nt,nt
S=c1[nH]ncn1/N=C/c1ccc(N2CCOCC2)cc1,-4,-2,-1,-7,0,0,nt,nt
COCC(=O)Nc1ccc(Br)cc1C,2,6,4,-8,7,0,-3.3,6
O=C(c1ccco1)N1CCN(C(=O)c2ccccc2Oc2ccccc2)CC1,nt,nt,1,0,1,nt,-0.8,1
O=C1CCc2cc(S(=O)(=O)NCCc3ccccc3)cc3c2N1CC3,-1,2,64,6,18,-8,-3.6,-2
O=C(NC1CCN(Cc2ccccc2)CC1)c1cccc(S(=O)(=O)Nc2ccc(SC(F)F)cc2)c1,1,5,-5,-6,-16,nt,4.8,-16
O=C(C[C@@H]1CC[C@H]2[C@@H](COC[C@H](O)CN2C(=O)Nc2cc(Cl)cc(Cl)c2)O1)N1CCCCC1,-6,7,-2[16.7 µM],4,-8,-1,0.6,-18
CC(C)c1cccc(OCCN2CCCC2)c1,0,-9,6,-2,14,1,-0.6,-4
COc1ccc(S(=O)(=O)N(C)C[C@H]2Oc3cc(C#CC4CCCC4)ccc3S(=O)(=O)N([C@H](C)CO)C[C@@H]2C)cc1,-7,6,?,14,-113,0,0.4,-8
CCCCn1nc2cc(C(=O)NC[C@@H]3CCCO3)ccc2c1OCC,0,-4,5,-5,-17,-1,1.0,-7
O=C(CCN1C(=O)/C(=C\c2ccccc2Cl)SC1=S)Nc1cccnc1,3,-5,-8,3,nt,-5,-2.0,-4
COC(=O)c1ccc(Cn2cnc3c(cnn3-c3ccc(F)cc3)c2=O)o1,nt,nt,-1,-1,-10,nt,nt,-12
N#C[C@@H]1[C@@H](c2ccccc2-c2cccc(F)c2)[C@H](CO)N1C(=O)NC1CCCCC1,nt,-1,nt,0,nt,nt,1.0,-20
O=C(C[C@@H]1CC[C@@H](NS(=O)(=O)c2ccc(F)cc2)[C@@H](CO)O1)NC1CCCCC1,2,6,nt,-3,2,-1,-2.2,-4
COc1ccccc1-c1cc2nc(C)c(CCC(=O)NCc3ccco3)c(C)n2n1,-1,3,3,-5,0,-1,1.5,-11
COc1ccccc1NC(=O)CSc1nnc(Cc2cccn2C)n1-c1ccc(F)cc1,1,3,-3,nt,0,-1,-1.7,1
Cc1ccc(S(=O)(=O)N(CC(=O)Nc2cc(C)ccc2C)C(=O)N2CCN(C)CC2)cc1,nt,-3,-2,3,-1,nt,-2.8,-7
CC(O)[C@H]1CN=C(N)N1CCCCC1CCCCC1 (stereo partly specified),4,8,0,nt,1,-1,1.6,-3
COc1ccc(CNc2ncc(-c3ccccc3)n2C)c(OC)c1OC,7,4,-4,-7,-17,-11,-1.0,-8
Cc1ccc(S(=O)(=O)Nc2cccc(C(=O)NC3CCN(Cc4ccccc4)CC3)c2)cc1F,2,-2,nt,nt,nt,2,0.3,-18
Cc1ccc(S(=O)(=O)N(C)C[C@@H]2Oc3ncc(-c4cccc(C(F)(F)F)c4)cc3C(=O)N([C@H](C)CO)C[C@@H]2C)cc1,2,7,-10[16.7 µM],-10,17,2,-2.5,-27
COn1c(-c2ccc(Cl)cc2)nc2ncccc21,nt,-13,nt,nt,2,nt,0.8,2
CN1C[C@@H]2[C@H](c3ccccc31)[C@H](CO)N2C(=O)c1ccccn1,-2,nt,19[16.7 µM],6,18,-3,-0.5,-6
COc1ccccc1-c1noc(CSc2nc(C)cc(=O)[nH]2)n1,-1,-3,0,-6,2,2,-6.5,6
CO[C@@H]1CN(C)C(=O)c2cc(NC(=O)CC(F)(F)F)ccc2OC[C@H](C)N(C(C)=O)C[C@@H]1C,nt,6,nt,6,nt,nt,1.0,5

# More compounds follow:
SMILES,Cneo AK release,FN deposit inh,miR-122 sensor,PGC1a acetyl inh,Statin myotox sup,PglD inh,CFTR F508del cor,INS-1E GSIS act
CCCCCCN1C[C@H](n2cc(C3CC3)nn2)[C@@H](O)C[C@@H]1c1ccc(C)cc1,2,6,-3,4,19,3,-0.4,274*
CN1CCN(C(CNS(=O)(=O)c2cccs2)c2cccnc2)CC1 (stereo unspecified),3,-4,nt,nt,8,0,2.5,nt
COc1ccc(NC(=O)CSc2ncn(-c3ccccc3)n2)cc1Cl,-2,1,-3,1,1,0,nt,4
CCOC(=O)C1CCN(S(=O)(=O)c2cn(C)c(=O)n(C)c2=O)CC1,0,5,nt,nt,-10,4,2.6,nt
CCCC(=O)N(CCN1CCOCC1)c1nc2c(OC)ccc(OC)c2s1,-2,12,3,-5,-9,-1,-3.4,15
O=C(OCCN1C(=O)c2ccccc2C1=O)c1cc(S(=O)(=O)N2CCOCC2)ccc1F,-1,0,5,2,-4,1,nt,nt
Cc1ccc(NC(=O)CCCNC(=O)c2ccc(Cl)cc2)nc1,1,-5,-6,-3,-5,-1,-1.4,8
CC(C)CC#Cc1cnc2c(c1)C(=O)N([C@@H](C)CO)C[C@@H](C)[C@H](CN(C)C(=O)Nc1cccc(F)c1)O2,-15,nt,12[16.7 µM],51,32,1,4.5,-19
Fc1ccc(NC(=S)Nc2ccccc2Cl)cc1,-4,-8,nt,nt,nt,-3,nt,4
CCC(=O)Oc1ccc(-c2cnc3ccccc3n2)cc1,-7,nt,-4,-4,-24,1,0.1,-10
Cc1cc(C(=O)CSc2cccc[n+]2[O-])c(C)n1-c1ccc(OC(F)F)cc1,nt,-2,nt,5,nt,nt,-0.1,-3
Cc1cccc(C)c1NS(=O)(=O)c1cc2c3c(c1)CC(=O)N3CCC2,-2,-7,-3,-1,2,5,1.1,-3
COc1cc2c(-c3ccc4cc[nH]c4c3)c(-c3ccsc3)oc(=O)c2cc1OC,3,8,0,1,-2,-5,1.4,-4
Cc1ccc(S(=O)(=O)NCC(c2ccc3c(c2)OCO3)N2CCN(c3ccccc3)CC2)cc1 (stereo unspecified),-1,-4,-3,nt,18,-2,-1.2,5
CC(=O)Nc1cccc(NC(=S)Nc2ccc(F)c(Cl)c2)c1,nt,10,nt,3,nt,nt,-1.0,-32
O=C(O)c1ccc(NC2=C/C(=N/S(=O)(=O)c3cccs3)c3ccccc3C2=O)cc1,-1,-4,0,9,-9,1,0.7,1
Cc1cc(N2C(=O)C(=O)/C(=C(/O)c3ccccc3)C2c2cccc(Br)c2)no1 (stereo unspecified),3,2,-21,1,15,1,0.9,-14
O=C(NC1CCCN(c2ccc(C(F)(F)F)cn2)C1)c1ccncc1 (stereo unspecified),-4,-3,-10,6,-5,6,-0.5,2
COC(=O)C1=CN(Cc2cccs2)C=C(C(=O)OC)C1c1ccc(OC)cc1OC,nt,-1,nt,-2,nt,nt,0.9,8
Cc1ccc(CNC(=O)CC(NC(=O)c2ccccc2)c2ccccc2)cc1 (stereo unspecified),-1,4,19,5,12,-9,3.8,4
O=C1CN(C(=O)COC(=O)c2ccc[n+]([O-])c2)c2ccccc2N1,11,-1,-4,-4,4,-1,-1.2,-11
CC(=O)c1ccc(OCCCC(=O)N2CCN(S(=O)(=O)c3ccc(C(C)C)cc3)CC2)cc1,1,2,-1,-10,-2,-3,-0.7,-8
CCOC(=O)C1=C(COC(=O)/C=C/c2ccccc2Cl)NC(=O)NC1C (stereo unspecified),-1,nt,-6,-22,nt,4,-0.5,12
C[C@@H]1CCCCO[C@@H](CN(C)C(=O)Cc2ccccc2)[C@@H](C)CN([C@H](C)CO)C(=O)c2cc(NC(=O)CCC(F)(F)F)ccc2O1,-3,-8,9[16.7 µM],5,-3,0,-1.8,-8
CC(C)COc1ccc(CNC(=S)N/N=C/c2ccc([N+](=O)[O-])cc2)cc1,2,nt,-5,-15,17,-18,nt,17

# Additional compounds follow.
SMILES,Cneo AK release,FN deposit inh,miR-122 sensor,PGC1a acetyl inh,Statin myotox sup,PglD inh,CFTR F508del cor,INS-1E GSIS act
CCc1ccc2oc(=O)cc(CN3CCC(C)CC3)c2c1,-4,-5,5,11,4,0,nt,nt
CN1c2ccc(C3=CCCCC3)cc2[C@@H]2[C@@H](CCN2C(=O)Nc2ccc(F)cc2)[C@@H]1CO,1,-3,5[16.7 µM],-11,8,-1,2.1,-5
CCC(=O)N[C@@H]1CC[C@H](CCNC(=O)Nc2ccc(C(F)(F)F)cc2)O[C@@H]1CO,0,5,-6[16.7 µM],-1,-10,0,-4.9,8
CCOc1ccc(-c2nc(N)nc(C)c2-c2ccc(OC)c(OC)c2)c(O)c1,2,nt,-3,-13,-3,8,nt,33
COc1ccc(NC(=O)Nc2ccc3c(c2)C(=O)N([C@H](C)CO)C[C@H](C)[C@@H](CN(C)Cc2ccccc2)O3)cc1,4,nt,2[16.7 µM],-2,-20,-4,3.6,2
C/C(=N\NC(=O)C(=O)Nc1c(C)n(C)n(-c2ccccc2)c1=O)c1ccc(Cl)s1,nt,-4,nt,3,-4,nt,2.5,-14
CN1CCN(C(=O)[C@H]2[C@H](CO)[C@H]3Cn4c(cccc4=O)[C@@H]2N3S(=O)(=O)c2ccccc2F)CC1,54,nt,8[16.7 µM],nt,-24,1,0.3,22
Clc1nc2nc3n(c2nc1Cl)CCC3,-2,2,nt,nt,12,-2,0.3,10
C[C@H]1CN([C@@H](C)CO)C(=O)c2cccc(NC(=O)Nc3ccccc3)c2O[C@H]1CN(C)C(=O)Nc1ccc2c(c1)OCO2,nt,nt,11[16.7 µM],9,-27,0,0.0,4
CCN(CC)CCN(C(=O)c1ccc(C(=O)c2ccccc2)cc1)c1nc2ccc(OC)cc2s1,2,6,0,-5,4,3,-1.3,-34
COc1ccccc1NC(=O)N(C)C[C@@H]1Oc2ncc(C#CCC(C)C)cc2C(=O)N([C@@H](C)CO)C[C@@H]1C,-4,nt,-5[16.7 µM],0,44,4,-0.5,-8
O=C(CN1C(=O)NC2(CCCCC2)C1=O)N1CCN(C(=O)c2cccs2)CC1,-3,-9,7,2,1,-2,1.4,11
CC(C)(C)[S@@](=O)N1Cc2cc(C(=O)NCc3ccncc3)nc(-c3cccc(-c4ccc(C#N)cc4)c3)c2[C@H]1CCO,-8,4,nt,25,-6,1,0.1,-16
CCCN(C)C[C@H]1Oc2ncc(-c3cccnc3)cc2C(=O)N([C@H](C)CO)C[C@@H]1C,2,-3,9[16.7 µM],8,10,-3,3.1,8
CCOc1ccc(-c2cc(C(=O)NCCCn3ccnc3)c3ccccc3n2)cc1,nt,9,nt,27,nt,nt,1.6,10
CN(CC(=O)Nc1c(Cl)cccc1Cl)C(=O)c1ccc2ccccc2n1,1,nt,-1,4,-10,-4,-1.1,-2
CCc1nnc(NC(=O)C2CCN(c3ncnc4sc(C)c(C)c34)CC2)s1,-1,1,nt,2,-15,1,0.1,nt
C[C@@H]1CCCCCCCCC(=O)OCCN(C(=O)OC(C)(C)C)[C@H](C)CCCCCCCCC(=O)OCCN(C(=O)OC(C)(C)C)[C@H](C)CCCCCCCCC(=O)OCCN(C(=O)OC(C)(C)C)[C@H](C)CCCCCCCCC(=O)OCCN1C(=O)OC(C)(C)C,2,8,-1,7,2,-4,-2.3,15
